# From PubChem BioAssay
# 697 NFkB inh = inhibitors of PMA/ionomycin-induced NF-kB reporter, 697 cells, primary screen, B-cell NF-kB inhibitor project, cell-based, luminescence, uHTS | 697 B-cell NF-kB luciferase reporter, 16 h | inhibition, % at 4 µM | hit rate 0.33% among 330,000 | AID 435022, 2010; in the data active means inhibition above about 35%
# CXCR6 block = CXCR6 receptor inhibitors, primary screen, cell-based, beta-arrestin, luminescence, CHO-K1 PathHunter, 1536-well; C-X-C chemokine receptor type 6 (Homo sapiens), O00574; inhibition, % at 20 µM; hit rate 0.36% among 360,000; AID 602244, 2012; in the data active means inhibition above about 34%, passing the limit was not always enough;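 further: antagonist mode with CXCL16 agonist at 10 nM final; 0% = 10 nM CXCL16 with DMSO and 100% = unstimulated wells without agonist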
# CCR6 antagonist = CCR6 receptor antagonists, primary screen, cell-based, CHO-K1, luminescence, beta-arrestin, uHTS | C-C chemokine receptor type 6 (Homo sapiens), P51684 | CHO-K1 CCR6 PathHunter beta-arrestin, CCL20-stimulated | inhibition, % at 20 µM | hit rate 0.49% among 340,000 | AID 493098, 2011;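 active means compounds whose inhibition of the agonist-driven luminescence signal at 20 µM reaches about 50%, limit read from the data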;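 further: cells stimulated with CCL20 at 14 nM final; plate controls were DMSO with CCL20 for no effect and DMSO without agonist for full effect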
# Target sequence (P51684 whole entry, looked up): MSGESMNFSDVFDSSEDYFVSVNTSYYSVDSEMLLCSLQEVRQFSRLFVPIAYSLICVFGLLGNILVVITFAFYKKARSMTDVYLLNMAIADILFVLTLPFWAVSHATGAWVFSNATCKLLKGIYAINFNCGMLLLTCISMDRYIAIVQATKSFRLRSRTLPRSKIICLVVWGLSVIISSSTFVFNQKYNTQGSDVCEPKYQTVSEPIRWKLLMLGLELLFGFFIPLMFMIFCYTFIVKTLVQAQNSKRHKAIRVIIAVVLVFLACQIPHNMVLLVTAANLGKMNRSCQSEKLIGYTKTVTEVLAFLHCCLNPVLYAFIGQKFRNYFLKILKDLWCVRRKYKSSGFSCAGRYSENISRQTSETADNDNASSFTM
# APJ antagonist = antagonists of human apelin receptor APJ, primary screen, CHO-K1 cells, beta-arrestin complementation, luminescence; P35414; AID 2521, 2010; hit rate 0.32% among 330,000; inhibition, % at 20 µM;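 active means inhibition above about 40% at 20 µM, limit read from the data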;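 further: cells challenged with 10 nM apelin-13 agonist together with compound; plate controls were apelin-13 plus DMSO wells for no effect and DMSO wells lacking apelin-13 for full effect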
# Target sequence (P35414 whole entry, looked up): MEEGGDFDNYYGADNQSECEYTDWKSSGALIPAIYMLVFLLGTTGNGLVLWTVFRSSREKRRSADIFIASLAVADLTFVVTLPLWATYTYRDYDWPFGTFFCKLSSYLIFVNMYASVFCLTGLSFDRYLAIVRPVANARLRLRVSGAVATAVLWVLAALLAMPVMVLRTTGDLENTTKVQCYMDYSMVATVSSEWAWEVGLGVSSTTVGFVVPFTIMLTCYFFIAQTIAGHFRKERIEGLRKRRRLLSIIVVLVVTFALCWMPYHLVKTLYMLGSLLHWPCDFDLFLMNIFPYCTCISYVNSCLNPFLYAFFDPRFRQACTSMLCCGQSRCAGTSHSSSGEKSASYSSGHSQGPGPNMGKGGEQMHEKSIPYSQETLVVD
# Gli-Sufu antag = Gli-Sufu pathway antagonists, primary screen, luciferase luminescence, Sufu-KO-LIGHT cells, uHTS; Sufu-KO-LIGHT fibroblasts, Gli luciferase reporter luminescence; inhibition, % at 5 µM; hit rate 0.74% among 340,000; AID 588413, 2011;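 active means inhibition above about 55%, limit read from the data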;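 further: 0% = DMSO-treated cells and 100% = wells with medium but no cells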
# Jurkat NFkB inh = inhibitors of induced NF-kB luciferase reporter, primary screen, TCR NF-kB activation inhibitor project, cell-based, luminescence, uHTS; Jurkat, PMA/ionomycin-induced NF-kB luciferase reporter; inhibition, % at 4 µM; hit rate 0.53% among 330,000; AID 435003, 2010; in the data active means inhibition above about 50%
# UBC13 inh = UBC13 polyubiquitin chain formation inhibitors, primary screen, biochemical, TR-FRET, uHTS; Ubiquitin-conjugating enzyme E2 N (Homo sapiens), P61088; inhibition, % at 20 µM; hit rate 0.47% among 330,000; AID 485273, 2010; in the data active means inhibition above about 45%, passing the limit was not always enough
# Target sequence (P61088 whole entry, looked up): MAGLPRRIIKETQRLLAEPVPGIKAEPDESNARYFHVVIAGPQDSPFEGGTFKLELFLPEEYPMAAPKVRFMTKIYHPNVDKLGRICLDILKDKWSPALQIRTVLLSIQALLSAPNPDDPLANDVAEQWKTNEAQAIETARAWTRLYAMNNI
# EBI2 antag = EBI2 receptor antagonists, beta-arrestin recruitment, primary screen, cell-based, luminescence, 7a,25-OHC stimulation, uHTS; 7a,25-OHC stimulated; inhibition, % at 5 µM; hit rate 0.81% among 360,000; G-protein coupled receptor 183 (Homo sapiens), P32249; in the data active means inhibition above about 38%;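 further: enzyme fragment complementation signal reports receptor beta-arrestin coupling in cells; 0% = agonist plus DMSO wells and 100% = wells without agonist; some results beyond the cut were filed as inactive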
# * hit, by the source's call; / = no result given. Outcome played no part in choosing rows. About 3% of those tested had a hit in this group.
SMILES,697 NFkB inh,CXCR6 block,CCR6 antagonist,APJ antagonist,Gli-Sufu antag,Jurkat NFkB inh,UBC13 inh,EBI2 antag
Cn1c(=O)c2cc(S(=O)(=O)NCCC(=O)NC3CCCCCCC3)ccc2n(C)c1=O,2,4,2,23,-2,2,-15,-14
O=C(/C=C/Nc1cccc(C(F)(F)F)c1)C(F)(F)F,-5,1,11,0,3,-11,-8,3
Cc1cc(C)c2c(c1)cc(C)c1nnc(SCC(=O)N3CCCc4ccccc43)n12,-3,8,14,19,-4,3,2,-5
Cc1cc(C)cc(N(CC(=O)N2CCCCCC2)S(C)(=O)=O)c1,-10,0,-7,0,5,6,-2,-9
CCC(C)NCC(=O)Nc1ccc(-c2nc3cc(NC(=O)CNC(C)CC)ccc3o2)cc1 (stereo not drawn),-28,-18,16,7,1,-18,24,8
Cc1ccc(NC(=O)c2cccc(C(=O)Nc3ccc(C)cc3C(=O)O)c2)c(C(=O)O)c1,19,-5,11,5,18,-11,-10,-9
CCN(CC(=O)Nc1ccc(OC)cc1)C(=O)c1ccc2c(c1)NC(=O)CS2,11,-7,11,17,-14,4,-5,3
O=C(COc1ccccc1Cl)N1CCN(c2ccc(F)cc2)CC1,-2,-5,6,-6,6,1,6,27
Cc1nc(-c2cc(-c3nc(-c4cc(C(F)(F)F)cc(C(F)(F)F)c4)no3)no2)cs1,2,-7,2,18,5,-7,1,-3
O=C(Nc1cccc(C(=O)O)c1)/C(=C\c1ccccc1)NC(=O)c1cccc2ccccc12,9,20,-3,14,-5,8,-9,-1
CCN1CCC(N2CCN(c3ccc(F)cc3)CC2)CC1,-7,2,7,-38,20,-8,-16,-12
Cc1ccc(NC(=O)c2ccc(NCCN)c([N+](=O)[O-])c2)cc1Cl,-35,10,15,4,-7,-29,67*,-3
Cc1ccc(C(=O)OCC(=O)NCc2ccco2)s1,20,3,-2,-9,-7,5,4,0
COc1ccccc1Nc1nc(N)nc(CN2CCC(Cc3ccccc3)CC2)n1,-32,6,9,-12,4,0,-2,7
Cc1cccc(NC2=NC3(CCCCC3)N=C(N)N2)c1C,15,-3,8,10,5,-6,3,-4
O=C(Cn1nc(-c2ccco2)ccc1=O)Nc1ccc(Cl)c(Cl)c1,8,-5,7,9,-6,-3,0,2
COc1ccccc1NC(=O)N(Cc1ccco1)Cc1cc2cccc(C)c2[nH]c1=O,-9,3,-25,5,-12,-5,7,6
Cc1cc(C)c(NC(=O)CS(=O)CC(=O)NCC2CCCO2)c(C)c1 (stereo not drawn),11,4,7,-6,14,6,5,-3
CC(C)CCN1CCN(CC#Cc2ccccc2)CC1CCO (stereo not drawn),14,-2,3,10,0,16,7,7
CCOc1ccc(/C=C(\C#N)C(=O)Nc2ccccn2)cc1,0,-6,-4,-12,1,20,1,6
CO/N=C(\Cn1ncc(N2CCCC2)c(Br)c1=O)c1ccc(Cl)cc1,7,8,8,13,4,25,6,3
O=C(O)C(=O)Cc1c[nH]c2ccccc12,-3,-6,11,-111,3,5,-16,-6
O=C(CNC(=O)c1ccc(F)cc1)N/N=C/c1cc(Br)ccc1OC(=O)/C=C/c1ccco1,-5,11,8,-1,-13,21,-11,-8
COc1cc2nc(Cl)nc(NCCO)c2cc1OC,20,3,-4,12,6,-8,1,-2
O=C(CN1CCNC(=O)C1)NCCc1ccc(Cl)cc1Cl,16,0,0,-2,1,1,5,3
Cn1cc(CCC(=O)N2CCCC(N3CCN(c4ccccc4F)CC3)C2)cn1 (stereo not drawn),-2,0,10,-7,-4,6,0,7
O=C(OCC(=O)N1CCc2ccccc21)c1ccncc1,8,5,1,5,-1,-11,-5,3
O=C(NCc1ccccc1)C(c1ccccc1)N(Cc1cccs1)C(=O)c1cnccn1 (stereo not drawn),14,6,-1,-3,5,-2,-1,-17
OCCN(CC#CCC(O)(c1ccccc1)C1CCCC1)CCO (stereo not drawn),3,-4,-2,-13,22,9,9,0
O=C1c2ccccc2C(Nc2ccc(Cl)cn2)N1c1ccccn1 (stereo not drawn),-23,1,8,5,0,-3,6,-3
O=C(N/N=C/C1CC=CCC1)c1cc(-c2cccnc2)nc2ccccc12 (stereo not drawn),16,-6,-1,-7,-22,4,-5,2
COc1c(Cl)cc(C(=O)O)cc1Cl,-4,-5,10,-3,3,-7,-9,-2
Cc1cc(-c2n[nH]c(=S)n2-c2ccccc2)nn1C,10,-4,0,0,-1,0,8,-17
CC(CCc1ccccc1)NC(=O)COC(=O)c1cccs1 (stereo not drawn),2,5,3,-9,-8,-2,-5,-3
O=C(Nc1ccc(Cl)c([N+](=O)[O-])c1)c1ccc2c(c1)OCCO2,-92,-11,17,4,-81,-126,1,8
COCCCn1c(SCC(=O)n2c(C)c(C)c3ccccc32)nnc1-c1ccoc1C,-4,1,7,-5,2,20,-3,0
CNC(=O)/C=C/c1cccc(C(F)(F)F)c1,7,1,2,0,-5,7,-12,-10
O=[N+]([O-])c1ccc(SCCc2ccccn2)cc1,-4,-6,-1,13,-1,-14,-6,3
Cc1[nH]c2ccccc2c1/C=N/NC(=O)CNC(=O)c1ccc2c(c1)OCO2,6,-6,-10,10,-14,7,3,8
CC(=O)N1CCOc2ccc(S(=O)(=O)N3CCC(C(=O)NCc4ccc(F)cc4)CC3)cc21,-61,-2,-12,22,6,-24,-8,69*

# Four entries from above, sorted by their value in Jurkat NFkB inh, highest first.
Molecule	697 NFkB inh	CXCR6 block	CCR6 antagonist	APJ antagonist	Jurkat NFkB inh	UBC13 inh	EBI2 antag
Cc1cc(C)c2c(c1)cc(C)c1nnc(SCC(=O)N3CCCc4ccccc43)n12	-3	8	14	19	3	2	-5
O=C(CN1CCNC(=O)C1)NCCc1ccc(Cl)cc1Cl	16	0	0	-2	1	5	3
COc1c(Cl)cc(C(=O)O)cc1Cl	-4	-5	10	-3	-7	-9	-2
COc1cc2nc(Cl)nc(NCCO)c2cc1OC	20	3	-4	12	-8	1	-2

# More compounds.
SMILES,697 NFkB inh,CXCR6 block,CCR6 antagonist,APJ antagonist,Gli-Sufu antag,Jurkat NFkB inh,UBC13 inh,EBI2 antag
C/C(=N\NC(=O)c1cc(C)oc1C)c1ccc(C)c([N+](=O)[O-])c1,13,-4,7,-45,-1,2,-10,-1
Cc1oc(C(=O)Nc2ccc(C(=O)O)cc2)cc1COc1ccccc1,-19,-7,5,17,4,3,-13,-3
COc1ccccc1/C=C1/C(=O)N(c2ccccc2)N=C1C,-17,-11,10,17,7,-1,-46,-1
Cc1ccc(S(=O)(=O)N2CCCOC2CNC(=O)C(=O)NCc2ccco2)cc1 (stereo not drawn),19,-2,2,-8,3,3,4,-2
CN(C)/C=N/C1=C(C#N)C(c2cccs2)c2ccc3ccccc3c2O1 (stereo not drawn),/,-2,3,/,-8,/,/,-3
Cc1cc(C)c(C#N)c(OCC(=O)Nc2ccccc2)n1,17,10,6,10,1,-2,2,2
Cc1ccccc1CCN1CCCC(CN(C)C(=O)c2ccc3ncccc3c2)C1 (stereo not drawn),9,4,4,5,35,9,6,0
C[C@@H]1C=C(C(=O)N2CCN(Cc3ccc4c(c3)OCO4)CC2)O[C@H](OCCCCO)C1,11,-3,-1,-59,-8,0,-4,2
CCN1CCN(c2ccc(NC(=O)c3cnccn3)cc2)CC1,-24,/,/,-7,/,-79,10,/
O=C(NNC(=O)c1cc2ccccc2cc1O)NC1CCCCC1,2,-4,-5,-16,-8,2,4,-2
Cc1ccc(NC(=O)CN(C)S(=O)(=O)c2cccc3cccnc23)cc1C,7,0,11,-2,1,10,2,-3
O=C(N/N=C/c1ccc(OCC(=O)N2CCCCC2)cc1)c1ccccc1,-17,2,13,-30,-7,10,-4,-5
O=C1CCN(Cc2ccccc2)C=C1c1ccc2ccccc2c1,-101,0,15,-5,-104,6,10,90*
COc1ccc(NC(=O)COc2cccc3c2CCN(Cc2cccnc2)C3=O)c(OC)c1,-35,-5,0,-3,7,4,6,9
CCNC(=S)N(CCc1c(C)[nH]c2ccccc12)Cc1cc(OC)c(OC)c(OC)c1,1,2,14,2,6,4,0,0
N=c1c(S(=O)(=O)c2ccc(Br)cc2)cc2c(=O)n3ccccc3nc2n1CCN1CCOCC1,/,2,11,/,-6,/,/,-2
CN(C)C(=O)c1ccc(Nc2nnc(-c3ccc(O)cc3)c3ccccc23)cc1,4,5,-6,6,-9,-1,3,-10
COc1ccc(/C=C/C(=O)N(C)C2CCS(=O)(=O)C2)cc1 (stereo not drawn),2,2,-1,0,-1,9,-4,5
Cc1c(NS(=O)(=O)c2ccc3c(c2)Cc2ccccc2-3)c(=O)n(-c2ccccc2)n1C,1,-2,-12,0,-6,1,-14,15
COc1ccc(C=NC(CO)C(O)c2ccc([N+](=O)[O-])cc2)cc1 (stereo not drawn),-6,2,-10,14,-3,-8,5,-1
CC1(C)CC(NCc2ccc3c(c2)OCO3)CCO1 (stereo not drawn),4,-8,2,10,6,22,-1,-7
CCOC(=O)C1(Cc2ccccc2Cl)CCN(C(=O)c2cc(C)on2)CC1,-70,7,13,-1,20,-34,-4,9
CCc1ccc(OCCCOc2ccc(C=O)cc2)cc1,3,-8,9,2,-4,7,-4,-2
CC[C@@]12C(=O)N(c3ccc(C)cc3)C(=O)N1[C@H](c1cccc(C)c1)[C@@H]1C(=O)N(Cc3ccccc3)C(=O)[C@@H]12,-28,0,1,-3,-8,10,3,-3
CCOc1ccccc1OCCCC(=O)Nc1ccc(OC)nc1,3,0,-4,6,-7,8,-3,-4
Cc1csc(SC(C)C(=O)Nc2ccc(S(=O)(=O)N3CCCC3)cc2)n1 (stereo not drawn),4,-8,-12,1,0,-3,3,-15
C/C(=N\NC(=O)c1ccc(Br)o1)c1cc2c(cc1NC(=O)CCC(=O)O)OCO2,10,6,15,-7,-18,8,-2,-3
COc1cc(C(=S)N2CCOCC2)cc(OC)c1OC(=O)c1cc([N+](=O)[O-])cc([N+](=O)[O-])c1,-1,-14,0,-26,-1,-10,-3,5
c1cncc(CNc2cccc(-c3nc4ccccc4[nH]3)c2)c1,-67,-6,-8,4,-49,-59,-4,-2
O=C(Nc1nc(-c2ccc(Br)cc2)cs1)c1cccnc1,-24,-7,4,-18,14,3,-1,-2
O=C(Nc1ccccc1N1CCOCC1)c1ccccc1[N+](=O)[O-],6,3,16,-25,0,-5,-14,1
CCN(C(=O)COC(=O)c1sccc1C)c1c(N)n(Cc2ccccc2)c(=O)[nH]c1=O,25,0,-6,8,-6,7,-2,2
COc1ccc(Cl)cc1C(=O)Nc1ccc(NC(=O)C(C)C)cc1,-8,1,-14,5,5,-43,2,4
CCCCN(CC)CCCNC(=O)c1cc2cc3ccc(C)cc3nc2o1,-2,17,15,18,11,7,14,8
COc1ccc(N2CCN(C(=O)CN3C(=O)C4CC=CCC4C3=O)CC2)cc1 (stereo not drawn),0,4,-1,3,-9,4,-7,-2
Cc1cc(C(=O)N2CCN(S(C)(=O)=O)CC2)sc1-c1ccccc1,13,-6,-12,19,0,9,24,27
CCOC(=O)CSc1c(-c2ccc(Cl)cc2)[nH]c2ccccc12,-3,-1,22,5,-4,4,-5,1
CCCn1c(SCC(=O)N2CCc3ccccc32)n[nH]c1=O,-9,14,4,10,-3,8,3,12

# Entries of single compounds as entered above:
# Results for `COc1ccc(Cl)cc1C(=O)Nc1ccc(NC(=O)C(C)C)cc1` : 697 NFkB inh: -8; CXCR6 block: 1; CCR6 antagonist: -14; APJ antagonist: 5; Gli-Sufu antag: 5; Jurkat NFkB inh: -43; UBC13 inh: 2; EBI2 antag: 4
# Results for `COc1cc(C(=S)N2CCOCC2)cc(OC)c1OC(=O)c1cc([N+](=O)[O-])cc([N+](=O)[O-])c1` : 697 NFkB inh: -1; CXCR6 block: -14; CCR6 antagonist: 0; APJ antagonist: -26; Gli-Sufu antag: -1; Jurkat NFkB inh: -10; UBC13 inh: -3; EBI2 antag: 5
